# Screening results from PubChem BioAssay.
# aSyn UTR inh: 5' untranslated region of α-synuclein, MLPCN primary screen | alpha-synuclein 5'UTR reporter, inhibitor activity | inhibition, % (tested at 7.5 µM) | hit rate 0.82% among 300,000 | AID 1813; in the data active means inhibition above about 60%; inconclusive means no clear call, values can overlap the other calls;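 further: H4 neuroglioblastoma cells stably carrying SNCA 5'UTR luciferase fusion; 0% = DMSO wells and 100% = positive control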
# GSK3 alpha inh: blocks human GSK-3 alpha kinase | inhibition, % at 10 µM | ADP-Glo luminescence, 60 min | AID 2650 | hit rate 0.1% among 320,000 | P49840;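 in the data active means inhibition above about 50%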;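 further: GST-tagged GSK-3 alpha with peptide substrate and 25 µM ATP; 0% = DMSO neutral wells and 100% = GW8510 positive control wells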
# Target sequence (P49840 whole entry, looked up): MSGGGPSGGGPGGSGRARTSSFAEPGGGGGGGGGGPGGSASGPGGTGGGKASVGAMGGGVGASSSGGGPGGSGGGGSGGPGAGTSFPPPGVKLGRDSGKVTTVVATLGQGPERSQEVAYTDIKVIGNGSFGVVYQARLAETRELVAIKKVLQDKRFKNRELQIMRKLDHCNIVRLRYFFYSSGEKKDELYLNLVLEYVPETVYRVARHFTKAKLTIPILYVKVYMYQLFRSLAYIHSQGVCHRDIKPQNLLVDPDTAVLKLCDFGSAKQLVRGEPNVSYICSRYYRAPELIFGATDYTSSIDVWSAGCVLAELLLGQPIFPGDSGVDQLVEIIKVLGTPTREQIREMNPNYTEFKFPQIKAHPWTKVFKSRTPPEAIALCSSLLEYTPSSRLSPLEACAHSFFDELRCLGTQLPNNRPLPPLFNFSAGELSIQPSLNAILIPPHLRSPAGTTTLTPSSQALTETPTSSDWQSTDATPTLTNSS
# PolyA inh: yeast polyadenylation inhibition; hit rate 0.02% among 300,000; calls only at 12 µM; S. cerevisiae SKY197-pL101 polyadenylation reporter, beta-gal luminescence; efflux-impaired pdr1/pdr3 knockout yeast; score 100 = 6 SD above DMSO;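 active means lowest replicate activity score at least 50, where 100 means six control SD above control mean; inconclusive means lowest score under 50 but half or more replicates reach 50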;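 further: yeast exposed to compound for 9 h at 30 °C; higher score means more reporter readthrough which indicates perturbed polyadenylation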
# IEC-6 cytotox: kills IEC-6 intestinal cells in KLF5 counter-screen | IEC-6 cytotoxicity, luminescence viability | inhibition, % at 5 µM | hit rate 0.78% among 290,000 | AID 1825; in the data active means inhibition above about 22%;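 further: 0% = plate median of test compound wells and 100% = cytotoxic reference compound wells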
# HSF1 activator: increases HSF-1 driven luciferase reporter signal. hit rate 1.7% among 300,000. activation, % at 9 µM. NIH3T3-HGL HSF-1 luciferase reporter, MG132, 8 h; 100% = twice DMSO control signal;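 active means mean replicate activation of at least 50% with a set share of replicates each reaching 50%; inconclusive means only one of those two conditions met; inactive means mean below 50% and too few replicates reaching it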;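 further: 0% = median of the neutral control wells and 100% = twice that signal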
# AI-2 QS mod: modulates the Vibrio harveyi AI-2 quorum sensing system; Vibrio harveyi JMH597 AI-2 luminescence/OD600 ratio, 9 h; hits give low values; strain lacks LuxN and CqsS sensors; 0 = neutral-control median; activity change, % at 7.5 µM; hit rate 0.4% among 300,000; AID 2094; in the data active means activity change below about -75%, passing the limit was not always enough; inconclusive means no clear call, values can overlap the other calls;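 further: luminescence divided by OD600 gain over 9 h not by final OD600 alone; inactives centre near 13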
# HSF1 inhib: HSF1 inhibition; NIH3T3-HGL HSE-luciferase, MG132-induced, luminescence 8 h; hits give low values; activity change, negative = inhibition, % at 7.5 µM (by protocol); hit rate 0.77% among 300,000; AID 2098;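 active means more than half of replicate wells show activity change below -50%, luminescence cut by over half; inconclusive means some wells, but at most half, below -50%; inactive means no replicate well below -50%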;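 further: luciferase reports HSF-1 transcriptional activity via heat shock element; 0% = median of DMSO wells and -100% = zero luminescence signal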
# KLF5 inh: kruppel-like factor 5 inhibition; hit rate 0.23% among 290,000; inhibition, % at 5 µM; DLD-1 KLF5 promoter-luciferase reporter, luminescence;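 active means inhibition above a per-plate limit of that plate's mean compound inhibition plus 3 SD, cut at about 60% in these data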;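 further: 0% = DMSO wells and 100% = LY294002 at 200 µM; higher means less KLF5 promoter-driven luciferase light; inactives centre near -14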
# HSP90 refold inh: blocks HSP90-mediated luciferase refolding in reticulocyte lysate; Rabbit reticulocyte lysate, luciferase refolding luminescence, 3 h; inhibition, % at 5.6 µM; hit rate 0.91% among 290,000;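 active means inhibition above the screen-wide mean plus 3 SD, computed separately per campaign, cut at about 16% in these data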;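 further: 0% = DMSO wells and 100% = 60 µM geldanamycin wells; inhibitors lower the luminescence because luciferase stays unfolded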
# GSK3beta inhib: human GSK3beta kinase inhibition | GST-GSK3beta kinase, ADP-Glo luminescence, 60 min; hits give low values | P49841 | activity score (negative = inhibition), % at 10 µM | hit rate 0.038% among 300,000;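 active means more than half of replicate wells score below -50%, meaning over 50% inhibition versus plate controls; inconclusive means some replicates but at most half score below -50%; inactive means no replicate scores below -50%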;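 further: 0% = median DMSO wells and -100% = median GW8510 positive control wells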
# Target sequence (P49841 whole entry, looked up): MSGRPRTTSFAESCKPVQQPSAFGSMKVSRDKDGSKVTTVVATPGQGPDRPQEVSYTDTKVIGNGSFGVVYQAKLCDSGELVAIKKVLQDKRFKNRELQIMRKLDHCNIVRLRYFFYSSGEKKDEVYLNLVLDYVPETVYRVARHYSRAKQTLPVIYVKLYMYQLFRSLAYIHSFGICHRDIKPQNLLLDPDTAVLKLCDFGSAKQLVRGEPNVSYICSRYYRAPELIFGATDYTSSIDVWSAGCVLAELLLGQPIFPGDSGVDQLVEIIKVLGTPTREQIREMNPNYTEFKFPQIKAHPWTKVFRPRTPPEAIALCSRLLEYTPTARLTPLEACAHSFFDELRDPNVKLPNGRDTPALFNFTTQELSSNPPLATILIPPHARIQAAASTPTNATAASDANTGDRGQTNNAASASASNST
#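 Test system: GST-fused GSK3beta enzyme, cell-free | Quantity: 1.6 ng GST-GSK3beta enzyme per well | Reagent: 25 µM ATP with peptide substrate | Schedule: 60 min enzyme reaction, room temperature | Signal: Luminescent ADP-Glo measurement of ADP formed | Read-out basis: Score relative to plate controls | Control set: DMSO and 20 µM GW8510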
# Active calls of the source: *; i = inactive; u = inconclusive; x = not tested or not shown. A portion of the library (hit frequency here may not be typical).
SMILES,aSyn UTR inh,GSK3 alpha inh,PolyA inh,IEC-6 cytotox,HSF1 activator,AI-2 QS mod,HSF1 inhib,KLF5 inh,HSP90 refold inh,GSK3beta inhib
O=C(c1cc(COc2cccc(C(F)(F)F)c2)on1)N1C[C@@H]2CCC[C@H]1C2,-52,-2,i,4,24,18,12,-95,-5,2
CC(=O)NC1CC2CCCC(C1)N2C(=O)Nc1ccc(Cl)c(C(F)(F)F)c1 (centres undefined),24,-1,i,2,0,-1,1,-22,4,-2
Cn1cnnc1SC(C(=O)Nc1ccc(F)cc1)c1ccccc1 (centres undefined),0,-4,i,1,-1,15,-7,-30,2,4
CCn1c(=O)c(C(=O)Nc2ccccc2)c(O)c2ccccc21,-20,-1,x,1,6,13,-6,-20,-2,3
Cc1cccc(NC(=O)CCc2c(C)nn(-c3ccc(N4CCCCC4)nn3)c2C)c1,27,-2,i,6,64*,21,32,-77,-5,1
CN(c1cccc(NS(=O)(=O)c2cccs2)c1)S(C)(=O)=O,4,-2,i,-3,4,43,-8,-14,1,1
O=C(Nc1ccc(N2CCCCC2)cc1)c1cc(S(=O)(=O)N2CCOCC2)ccc1F,-8,-3,i,x,13,6,2,x,x,-1
N/C(=N\OC(=O)c1ccccc1F)c1ccc([N+](=O)[O-])cc1,-151,-4,i,0,31,17,17,-175,0,1
Cc1ccc2nsnc2c1S(=O)(=O)N1CCN(C(=O)C2CCCO2)CC1 (centres undefined),9,-1,i,4,-29,3,-8,1,3,0
COc1ccc(N2CCN(CC(=O)NCc3ccc(Cl)cc3)CC2)cc1,5,-2,i,-9,16,10,-2,7,-6,1
CCCCCOc1ccc(N2C(=O)CC(N(O)c3ccccc3)C2=O)cc1 (centres undefined),-49,-1,i,-1,40,19,15,-28,2,2
COc1ccc(NC(=O)CCN2CCCCC2)cc1,4,-3,i,1,-13,13,-4,-26,-1,3
CCN(CC)CCN(C(=O)c1ccc2c(c1)CCCC2)c1nc2ccc(C)cc2s1,-8,2,i,-3,1,24,2,-29,7,-1
CN(C)/C=N/c1cc(=O)[nH]c(=O)n1CC1CC1,3,0,i,1,-8,55,-8,-41,0,-1
Cc1cccc(N2C(=O)CC(SC(=Nc3ccccc3)Nc3ccccc3)C2=O)c1 (centres undefined),4,x,i,-3,8,24,-3,6,1,6
CC(=O)Nc1nc(C)nc(-c2ccccc2)c1C(C)=O,15,1,i,-3,-8,16,-5,-13,-1,-2
O=C(NCC1CC1)C1(C(F)(F)F)CC(CCCO)CCCO1 (centres undefined),-19,-24,i,x,3,-4,-4,x,x,0
CN1c2ccccc2C(=O)C(=C2SCCCS2)S1(=O)=O,-3,4,i,-1,19,5,1,-28,1,-2
O=c1c2[nH]c3ccc(Cl)cc3c2ncn1CCN1CCCCC1,-9,1,i,2,11,3,13,-29,0,2
COc1ccc(/C=C/C(=O)NC(=S)Nc2ccccn2)cc1,-94,0,i,2,35,-12,23,-160,-1,3
CC(=O)c1cccc(N(CC(=O)NCC2CCCO2)C(=O)CCC(=O)Nc2cc(C)on2)c1 (centres undefined),-11,2,i,-2,20,1,-2,14,9,1
C/C=C/c1ccc(OCCCCOc2ccc(OC)cc2)c(OC)c1,-35,-1,i,1,2,11,4,-8,-3,1
Cc1ccc(NC(N)=S)cc1,-22,-3,i,8,10,8,4,-45,-5,-5
O=C(COC(=O)c1cnccn1)Nc1ccc(Cl)cn1,0,9,i,x,-59,-3,u,x,x,-1
O=C(c1cnc2ccccn2c1=O)N1CCc2ccccc21,-9,-2,i,4,3,x,-10,35,8,x
# Next compounds.
SMILES,aSyn UTR inh,GSK3 alpha inh,PolyA inh,IEC-6 cytotox,HSF1 activator,AI-2 QS mod,HSF1 inhib,KLF5 inh,HSP90 refold inh,GSK3beta inhib
CCOC(=O)c1ccc(NC(=O)Cc2cccs2)cc1,-126,-3,i,8,22,15,23,-61,-4,0
Cc1cc(C)cc(-n2c(C)c3c(C)nnc(C)c3c2C)c1,1,-1,i,-4,-24,11,-2,-14,-2,2
COc1cc(/C=C2/C(=O)NN(c3cccc(C)c3)C2=O)ccc1OC(=O)c1ccco1,-9,-2,i,2,-8,31,5,-26,2,-1
CC1CCCN1CC#CC(O)(c1ccccc1)c1ccccc1 (centres undefined),-3,9,i,-5,33,7,2,-23,-2,-1
Cc1cc(C(=O)Cn2nnc3ccccc3c2=O)c(C)n1-c1c(C)n(C)n(-c2ccccc2)c1=O,4,0,i,3,-29,23,-15,14,1,1
Nc1nc(-c2nc3ccccc3[nH]2)cs1,-86,2,i,6,u,21,21,-111,3,-5
Cc1ccsc1C1CC(=O)NC2=C1C(=O)CC(C)(C)C2 (centres undefined),-17,0,i,2,6,5,-2,5,-2,-3
Cc1cccn2c(=O)c(/C=N/O)c(N3CCCC3)nc12,-4,3,i,-11,-13,5,-8,-48,-9,-1
CCOC(=O)c1ccc(N2C(=O)c3n[nH]c(-c4ccco4)c3C2c2ccc([N+](=O)[O-])cc2)cc1 (centres undefined),5,1,i,-5,29,45,5,-20,-1,-1
CC(C)[C@H](NC(=O)C1CCN(C(=O)[C@@H]2CCCN2)CC1)C(=O)NCc1ccc(F)cc1,12,0,i,3,-4,9,-3,-14,-3,1
COC(=O)c1ccc(CC(=O)c2ccc(O)cc2O)o1,-13,0,i,-7,-7,29,-11,-5,2,1
COc1cc(C(=O)Nc2ccc3c(c2)CCCN3C(=O)c2ccco2)c([N+](=O)[O-])cc1OC,7,-1,i,x,-5,18,-2,x,x,0
O=C(Cc1ccccc1)c1c[nH]c(C(=O)NCCCn2ccnc2)c1,9,1,i,-4,2,0,4,-17,0,3
O=C(CCC(=O)c1ccccc1)Nc1ccccc1,-8,1,i,x,10,-64,-5,x,x,-1
Nc1nonc1-n1nnc(C(=O)N/N=C/C=C/c2ccccc2)c1CSC1=NCCS1,-80,-1,i,0,17,-2,-5,2,2,-5
O=C(CSc1nc2ccccc2o1)NC(=O)NCc1ccco1,-23,-2,i,4,30,12,9,-18,2,-2
Cc1cccc(-n2c(SCc3cc(=O)n4ccsc4n3)nc3ccccc3c2=O)c1,33,-3,i,4,17,10,6,10,0,5
Cc1cc(C)cc(C(=O)OCC(=O)NC2CCCC2)c1,4,3,i,4,23,2,-2,-33,4,1
O=C(NCC1CCN(C(=O)c2cccc([N+](=O)[O-])c2)CC1)c1cccc([N+](=O)[O-])c1,8,3,i,-2,4,6,-2,-14,-3,-1
Cc1cc(S(=O)(=O)N2CCN(c3ccccc3F)CC2)ccc1-n1cnnn1,11,-1,i,1,13,1,13,-16,-2,-3
O=C(CCNC(=O)Cn1ccc2ccccc2c1=O)NCc1ccccn1,-9,-1,i,6,x,12,x,-24,1,4
CCN(CC)C(=O)Cn1cc(C(=O)C(=O)N2CCN(c3ccccc3)CC2)c2ccccc21,-29,5,i,4,-8,17,1,10,-1,0
O=C(N/N=C/c1ccoc1)c1ccc(Cl)cc1,-8,-1,i,0,15,20,0,-64,-4,1
CC(C)CNC(=O)c1nn(Cc2ccccc2)c(=O)c2ccccc12,0,-2,i,6,-10,31,5,-16,1,2
CC1(C)N=C(N)NC(Nc2ccccc2)=N1,5,-4,i,5,-1,14,1,5,0,3
# Later entries
SMILES,aSyn UTR inh,GSK3 alpha inh,PolyA inh,IEC-6 cytotox,HSF1 activator,AI-2 QS mod,HSF1 inhib,KLF5 inh,HSP90 refold inh,GSK3beta inhib
CC1=NN(C(N)=S)C(=O)C1N=Nc1c(C)cc(C)cc1C (centres undefined),-5,0,i,-16,20,16,9,-15,-2,3
Cc1ccn2c(C(=O)c3ccc(Cl)cc3)cnc2c1,-81,1,i,2,-18,16,-7,-168,22*,-1
Cc1ccc([N+](=O)[O-])cc1S(=O)(=O)n1ccnc1C,-29,-2,i,-2,5,8,-2,-26,-6,-2
COCCSc1nnc(-c2cccc(C#N)c2)n1C,-4,1,i,4,7,24,4,-43,2,2
CC1CCCN(C(=O)Cn2c(=O)oc3cc(S(=O)(=O)N4CCCCC4)ccc32)C1 (centres undefined),x,6,x,6,x,x,x,20,6,x
CC(NC(=O)c1noc2c1CCCCC2)c1ccccc1 (centres undefined),-78,-1,i,-8,-15,15,8,-4,-1,-1
CCCCc1c(C)nc2ccc(C(=O)OCC)cc2c1Cl,7,-2,i,-4,-3,5,-10,-10,-2,-3
CCn1c(=O)c(C(=O)CN(C)Cc2cccc(OC)c2OC)c(N)n(Cc2ccccc2)c1=O,5,-1,i,2,-22,8,0,5,1,7
CCO[C@@H]1OC(C(=O)N2CCCCCCC2)=C[C@H](C2CCCCC2)[C@H]1CCCO,20,0,i,3,-21,-16,5,-15,1,-5
COc1ccc(-c2c(-c3cccc(C)c3)oc3ccc(-c4ccc5c(c4)OCO5)cc23)cn1,-21,1,i,x,1,-4,-9,x,x,2
COc1ccc(OC)c(CN2CCN(C(=O)c3cc(S(=O)(=O)Nc4ccccc4OC)ccc3C)CC2)c1,2,-1,i,-6,-1,33,-1,-16,-5,3
Cc1cc(NC(=O)c2cccc([N+](=O)[O-])c2)n(-c2ccccc2)n1,-36,-2,i,4,-12,13,-8,-14,-5,0
Cc1nnc(SCc2ccc(Cl)cc2Cl)[nH]c1=O,8,-4,i,-4,8,0,13,-16,0,0
Cc1cccc2cc(CNC3CCCC3)c(Cl)nc12,-5,-5,i,-13,12,12,5,-27,0,1
CC(=O)Nc1cccc(NC(=O)COc2ccc3c(c2)OCO3)c1,-35,3,i,4,56*,x,26,-49,1,x
Cc1ccc([N+](=O)[O-])cc1S(=O)(=O)Nc1cccc(-c2ccc(N3CCOCC3)nn2)c1,-57,-2,i,x,22,35,18,x,x,3
COc1ccccc1-c1nnc(SCC(=O)NCc2c(C)c(Cl)cc(C(C)C)c2O)o1,-1,0,i,-1,12,41,1,-4,-2,-2
CCn1c(Oc2ccccc2)nc2c1c(=O)n(C)c(=O)n2C,-7,1,i,7,-16,6,-13,-16,2,0
Oc1ccccc1N1CCN(CC(O)COCc2ccccc2Cl)CC1 (centres undefined),-21,-12,i,-3,2,10,-4,-30,-1,-3
S=C(Nc1ccc(Br)cc1Cl)NC1CCN(Cc2ccccc2)CC1,14,-4,i,4,20,-27,6,-15,-1,-4
O=C(/C=C/c1ccc(Cl)cc1)NCCCn1ccnc1,-2,-2,i,-10,9,2,7,-42,-4,0
CCC(c1nnnn1CCc1ccccc1)N1CCN(c2ccc(OC)cc2)CC1 (centres undefined),2,1,i,8,-6,26,9,-11,3,-2
O=C(c1ccccc1)c1ccc(OCC(O)CN2CCCCC2)cc1 (centres undefined),1,1,i,3,-3,16,6,-7,1,1
COc1cc2c(cc1OC)/C(=C/C(=O)N1CCOCC1)NC(C)(C)C2,35,-4,i,3,8,13,5,9,-1,0
